From PubChem BioAssay
CBFb-RUNX1 inh: CBF-beta/RUNX1 interaction disruption | Q01196+Q13951 | 230,000 tested, under 10 active | AlphaScreen CBFb-His/RUNX1-biotin binding, biochemical | AID 1477 | Potency, µM (titrated, usually from 59.8 µM), for the others: top-dose activity, negative = inhibition, usual class: inhibitors; note: % of control where 0% means no effect
Target sequence (Q01196 whole entry, looked up): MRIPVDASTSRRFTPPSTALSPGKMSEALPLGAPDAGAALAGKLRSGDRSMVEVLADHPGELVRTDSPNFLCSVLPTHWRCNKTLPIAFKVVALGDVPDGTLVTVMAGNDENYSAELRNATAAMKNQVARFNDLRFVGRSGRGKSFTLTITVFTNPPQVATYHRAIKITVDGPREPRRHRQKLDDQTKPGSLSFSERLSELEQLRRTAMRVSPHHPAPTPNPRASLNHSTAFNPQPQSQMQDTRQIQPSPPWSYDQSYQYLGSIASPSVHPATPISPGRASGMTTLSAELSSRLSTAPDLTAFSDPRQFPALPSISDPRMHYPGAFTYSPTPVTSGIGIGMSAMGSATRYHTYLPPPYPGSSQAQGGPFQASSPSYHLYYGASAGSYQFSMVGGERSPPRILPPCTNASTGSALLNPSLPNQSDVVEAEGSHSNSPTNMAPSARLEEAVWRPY
Target sequence (Q13951 whole entry, looked up): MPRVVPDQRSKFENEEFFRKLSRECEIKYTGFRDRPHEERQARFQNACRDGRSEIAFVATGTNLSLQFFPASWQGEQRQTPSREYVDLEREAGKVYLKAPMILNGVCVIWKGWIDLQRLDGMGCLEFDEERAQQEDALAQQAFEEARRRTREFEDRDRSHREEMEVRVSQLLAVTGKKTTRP
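Interaction loss through any mechanism counts as activity. Pre-formed complex of His-CBF-beta and biotin-RUNX1 (30 nM apiece) is incubated with compound 15 min, then with 50 ng nickel and 50 ng streptavidin beads for 90 min before AlphaScreen detection.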
GAA glycogen mod: GAA glycogen-cleavage inhibition or activation; Potency, µM (top dose mostly 76.4 µM), for the others: at the top dose activity change, negative = inhibition, actives largely listed as inhibitors; 0.38% of 300,000 active; P10253; recombinant GAA, glycogen substrate, Amplex Red glucose oxidase fluorescence;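 note: potency is the fitted concentration of half-maximal effect; 0% = full enzyme reaction and -100% = no-enzyme basal signal; the screen sought inhibitors and activators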
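qHTS, 1536-well; enzyme 4 nM final; cpd up to 77 uM; substrate bovine liver glycogen 30 ug; 50 mM citrate/phosphate pH 5.0, 0.01% Tween-20; 37 C, 40 min; Amplex Red detection 45 min RT; Hill fit → AC50.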
GAA inh: alpha-glucosidase (human) inhibition; P10253; purified human GAA, 4-MU-alpha-glucoside fluorescence; Potency, µM (titrated, usually from 76.9 µM), for the others: at the highest dose activity change, negative = inhibition, hits mostly inhibitors; 0.005% of 200,000 active;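 note: potency is the fitted concentration of half-maximal effect; plate controls were uninhibited enzyme wells for no effect and no-enzyme background for full effect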
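Enzyme (4 nM final) mixed with compound (up to 77 uM), then 4-MU-alpha-D-pyranoside (400 uM final) added; 20 min at room temperature, pH 5.0. Reaction stopped at pH 10, fluorescence read, AC50 derived by Hill fit.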
Lamin A splicing: changes lamin A minigene splicing in HeLa cells; HeLa LMNA splicing GFP/RFP minigene ratio, 48 h; Potency, µM (top dose mostly 46.1 µM), inactives show at the highest dose ratio change, negative = inhibition, actives largely listed as inhibitors; 0.01% of 200,000 active; active = well fitted inhibition curve with a large enough effect in the signal ratio, with a control signal flat, not every such curve was filed as active; inconclusive = small, poorly fitted or top-dose-only effect, or effect the other way, or a change in a side signal; the % refers to the signal ratio; note: potency is the fitted concentration of half-maximal effect; % is set by controls: 0 for no effect and ±100 for the full control effect
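S3 HeLa cells stably expressing lamin A-EGFP splicing minigene plus DsRed2, 600 cells/well, 48 h compound exposure at 37C. Laser-scanning cytometry; analysed as GFP (500-530 nm)/RFP (575-640 nm) total intensity ratio; 0.5% DMSO vehicle.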
HTT aggregate: mutant huntingtin aggregation inhibition | PC12 HttQ103-GFP aggregates, Acumen cytometry, 40 h | Potency, µM (titrated, usually from 46.1 µM), inactives show at the highest dose activity change, negative = inhibition, hits mostly inhibitors | 1.1% of 220,000 active; note: potency is the fitted concentration of half-maximal effect; % is set by controls: 0 for no effect and ±100 for the full control effect; nearly all actives have a fitted effect of over 60% in size
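PC12/HTTQ103-GFP, ecdysone-inducible; teb 100 nM; cpd qHTS titration; GFP aggregates read on laser cytometer, Ex 488/Em 500-530 nm.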
aGlu spleen mod: inhibits or activates alpha-glucosidase in human spleen homogenate | P10253 | human spleen homogenate, 4-MU-alpha-glucoside fluorescence | Potency, µM (series often up to 79.9 µM), inactives show at the highest dose activity change, negative = inhibition, hits mostly inhibitors | 0.006% of 240,000 active | AID 2112;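 note: potency is the fitted concentration of half-maximal effect; 0% = enzyme with vehicle and -100% = no enzyme basal signal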
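Human spleen homogenate (1 ug) incubated with compounds and 1 mM 4-methylumbelliferyl-alpha-D-glucopyranoside in pH 5.0 citrate/phosphate buffer, 37 C, 40 min. Stopped at pH 10; 4-MU fluorescence (Ex 365/Em 440 nm); AC50 by Hill fit.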
HTT cytoprotect: Huntington cell model cytoprotection by ATP luminescence; AID 1471; 0.14% of 230,000 active; Potency, µM (doses to about 56.4 µM), for the others: cytoprotection (ATP increase), most hits filed as activators; PC12 HTT-Q103 induced, cytoprotection, ATP luminescence, 40 h;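 note: potency is the fitted concentration of half-maximal effect; % of control where 0% means no effect; nearly all actives have a fitted effect of over 45% in size; toxic huntingtin expression switched on by the ecdysone agonist tebufenozide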
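Compounds were screened for protection of PC12 cells against cell death after tebufenozide induction (100 nM final) of mutant Huntingtin exon 1 (Q103) fused to GFP.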
An asterisk follows results filed as active; ? = inconclusive; · = not tested or not shown; & = joins results of further samples; [ ] = remark or other dose. Unless noted, calls come from the whole dose curve; as a rule, active = well fitted curve in the direction sought with a large enough effect; inconclusive = small, poorly fitted or top-dose-only effect, or another doubt; inactive = no such curve, though single readings can be large; an effect the other way counts as inactive or inconclusive.

SMILES	CBFb-RUNX1 inh	GAA glycogen mod	GAA inh	Lamin A splicing	HTT aggregate	aGlu spleen mod	HTT cytoprotect
O=C(c1ccccc1F)c1cn(CC(=O)N2CCOCC2)c2ccccc12	2%	6%	-2%	-7%	3%	-12%	2%
CN1CCCC(C(=O)c2ccccc2)C1 (stereo not given)	0%	7%	-6%	-6%	-4%	-6%	-5%
CCCCC	-2%[21.7 µM]	·	·	?	11%	-3%	9%
CN(C)CCc1nc2ccccc2c(=O)n1-c1ccccc1	1%	2%	-7%	10%	-16%	-1%	8%
Cc1ccc(N2Cc3ccccc3C2=N)cc1[N+](=O)[O-]	7%	2%	1%	-3%[46 µM]	25%	-10%	8%[10 µM]
CCCc1nc2ccccc2c(=O)n1-c1ccccc1OC	1%	-14%	-8%	-3%	6%[9.22 µM]	1%	2%
N#CCCn1cc(C(=O)Nc2ccccc2Cl)c(-c2ccc([N+](=O)[O-])cc2)n1	3%	7%	1%	5%	9%	-1%	0%[0.074 µM]
CC(C)(C)P(=O)(NCc1ccccc1)c1ccccc1 (stereo not given)	-3%	1%	-1%	·	11%	2%	-10%
O=C1N(CN2CCOCC2)c2ccccc2C1(O)c1c[nH]c2ccccc12 (stereo not given)	4%	2%	-2%	5%	13%	1%	-21%
O=C1C=C2C=C[C@H]3C[C@@]2(O1)[C@H]1CCCCN31	-13%[21.7 µM]	·	·	?	·	6%[29.1 µM]	6.3µM*
C=Cn1ccnc1P(=S)(c1ccccc1)c1nccn1C=C	-2%	3%	?	-19%[46 µM]	1%	4%	-11%
NCC1OC(O[C@@H]2[C@H](O)[C@@H](OC3C(O)C(N)CC(N)C3OC3OC(CO)C(O)C(O)C3N)O[C@@H]2CO)C(N)C(O)C1O (stereo not given in full)	-20%	·	·	-9%	·	-10%	·
COc1cc(OC)c(OC)cc1/C=C1\C(=O)NC(=O)N(Cc2ccccc2)C1=O	2%	-8%	6%	?	-20%	3%	-36%[inhibitor]
Cc1ccc(/C=C2/C(=O)NC(=O)N(C)C2=O)cc1	6%	0%	-9%[15.4 µM]	-13%	-3%	0%	14%[0.074 µM]
O=c1c2ccccc2nc(CNc2ccccc2)n1-c1ccccc1	-1%	-2%	·	·	-4%[9.22 µM]	8%	-4%[10 µM]

For reference, some entries already given:
SMILES	CBFb-RUNX1 inh	GAA glycogen mod	GAA inh	Lamin A splicing	HTT aggregate	aGlu spleen mod	HTT cytoprotect
O=C(c1ccccc1F)c1cn(CC(=O)N2CCOCC2)c2ccccc12	2%	6%	-2%	-7%	3%	-12%	2%
CN1CCCC(C(=O)c2ccccc2)C1 (stereo not given)	0%	7%	-6%	-6%	-4%	-6%	-5%
CCCCC	-2%[21.7 µM]	·	·	?	11%	-3%	9%
CN(C)CCc1nc2ccccc2c(=O)n1-c1ccccc1	1%	2%	-7%	10%	-16%	-1%	8%

Additional structures
SMILES	CBFb-RUNX1 inh	GAA glycogen mod	GAA inh	Lamin A splicing	HTT aggregate	aGlu spleen mod	HTT cytoprotect
Clc1cccc(N2CCNCC2)c1Cl	7%	-5%	3%	-6%	12%	-4%	3%[10 µM]
COc1ccc(OC)c(NC2=NCCCS2)c1	-1%	-10%	2%	?	3%	9%	20%[10 µM]
CSc1nc2ccc(C)cc2c(=O)n1-c1cccnc1	10%	-1%	·	·	5%[9.22 µM]	0%	18%[10 µM]
Cc1cccc(N2C(=O)NC(=O)/C(=C/c3ccc([N+](=O)[O-])o3)C2=O)c1	?	-11%	3%	4%	?	-4%	-1%[10 µM]
O=C1NS(=O)c2cc([N+](=O)[O-])cc([N+](=O)[O-])c21 (stereo not given)	?	23%	-14%	-1%[46 µM]	-5%	-1%	-5%
O=C(O)c1cc(Cl)ccc1Cl	3%[21.7 µM]	·	·	·	·	-3%	1%
N#Cc1ccccc1Cn1cc(C(=O)c2cccs2)c2ccccc21	2%	-6%	-3%	2%	8%	-6%	-8%
CCCc1nc2ccccc2c(=O)n1-c1cccc(OC)c1	2%	3%	3%	-9%	-8%	1%	-13%[0.074 µM]
CCCCC/C=C\C/C=C\C/C=C\C/C=C\CCCC(=O)NC(C)C(=O)O (stereo not given)	-2%	·	·	·	·	12%	29%
CCCCN1C(=O)/C(=C/C=C/c2ccco2)C(=O)NC1=S	?	-19%	1%	-4%	21%	-6%	4%[10 µM]
CC(C)N(CCC(C(N)=O)(c1ccccc1)c1ccccn1)C(C)C (stereo not given)	-4%&-23%&-2%&7%	4%	-2%[15.4 µM]	?	2%	-1%&-2%&4%&-1%	-13%
CCC[C@@H]1CC2=CC(=O)CC[C@]2(C)[C@@H]2CC[C@@]3(C)[C@H](CC[C@]3(O)CCC(=O)O)[C@H]12	-4%[21.7 µM]	·	·	·	·	3%	-45%[inhibitor][1.9 µM]
C=CC(=C)C	-3%[21.7 µM]	·	·	·	·	-9%	-14%
CN1C(=O)N(C)C(=O)C2(Sc3ccccc3C2=O)C1=O	-4%	8%	-1%	-5%	-13%	1%	-3%
O=C(O)c1cc(O)c(O)c(O)c1	-12%	·	·	?	10%	7%&-2%	-346%&11%[inhibitor]
OCCCc1ccc(O)c(O)c1	3%	35µM*	·	·	6%[9.22 µM]	-1%	11%[10 µM]
COC(=O)C12CC3=CC(CC3=O)Cc3ccccc3[C@@H]1CNC2=O (stereo not given in full)	-6%	·	·	·	·	-1%	?
O=C(NC(Oc1ccccc1)C(Cl)(Cl)Cl)c1ccccc1 (stereo not given)	-1%	4%	-1%	12%	8%	-9%	-4%
CCCCC(=O)N/N=C/c1c(O)n(Cc2ccc(F)cc2)c(=O)[nH]c1=O	-13%	2%	·	·	-11%[9.22 µM]	4%	1%[10 µM]
CCN1C(=O)/C(=C\c2ccc([N+](=O)[O-])s2)C(=O)NC1=S	?	-29%	0%	·	12%	0%	-42%
c1ccc(OP(Oc2ccccc2)Oc2ccccc2)cc1	26%[21.7 µM]	·	·	·	·	3%	-46%[inhibitor]
CC(C)(C)c1ccc(C(=O)C2CCCN(Cc3ccon3)C2)cc1 (stereo not given)	6%	-10%	·	·	-6%[9.22 µM]	1%	-2%[10 µM]
C=CCn1c(O)c(C(C)=NC2CCN(Cc3ccccc3)CC2)c(=O)[nH]c1=O	9%	-1%	·	·	-8%[9.22 µM]	1%	23%[10 µM]
Oc1ccc2c3c1OC1C(O)CC[C@]4(O)C(C2)N(CC2CCC2)CC[C@]314 (stereo not given in full)	-16%	·	·	·	·	-21%	-15%
CCC(=NCC1CCCO1)c1c(O)[nH]c(=O)[nH]c1=O (stereo not given)	2%	4%	-11%	7%	-18%	-6%	-17%
CN1CCc2c(C#N)c(Cl)nc(Cl)c2C1	-5%	10%	?	?	?	-5%	2%[10 µM]
O=C(c1ccc(Cl)cc1)C1CCCN(Cc2ccc3nonc3c2)C1 (stereo not given)	14%	-2%	-14%	·	?	-5%	-58%[inhibitor]
Cc1cc(-c2n[nH]c(=S)n2-c2ccc(C)c(C)c2)no1	?	-17%	-1%	11%	-10%	-3%	·
CCOP(=S)(OCC)SCC(=O)NC(C(=O)O)C(C)C (stereo not given)	3%	2%	1%	2%	10%	2%	18%
c1ccc2c(c1)CC1CNCc3cccc(c31)S2 (stereo not given)	-9%	1%	?	0%	-21%	-7%	15%[10 µM]
Cc1cc(C)cc(N2C(=O)/C(=C\c3ccc(N4CCN(C)CC4)o3)C(=O)NC2=S)c1	-8%	-4%	·	·	17%[9.22 µM]	-2%	20%[10 µM]
CC(=O)NBr	-7%	·	·	?	·	-8%	2%[1.9 µM]
CN1[C@H]2CC(=O)C[C@@H]1[C@@H](O)C2	15%[21.7 µM]	·	·	-10%	·	4%[29.1 µM]	-6%[40.3 µM]
O=C(c1ccco1)c1cn(Cc2ccccc2Cl)c2ccccc12	9%	-12%	-5%	10%	1%	-6%	-20%
Nc1ncnc2c1ncn2[C@@H]1O[C@H](COP(=O)(O)CP(=O)(O)OP(=O)(O)O)[C@H](O)[C@H]1O	-4%	·	·	?	·	4%	·
CN1C[C@@H](CO)C=C2c3cccc4[nH]cc(c34)CC21 (stereo not given in full)	-3%	·	·	·	·	8%&-4%	28%[1.9 µM]
C=CCN1C(=O)NC(=O)/C(=C/c2ccc(OC)c(CSc3ccccn3)c2)C1=O	3%	4%	-6%	1%	24%	0%	3%
COc1cc2c3c(c1OC)-c1cc(O)ccc1CC3NCC2 (stereo not given)	13%	1%	0%	-3%	-24%	5%	-1%[10 µM]
Cc1ccc(-c2nc3ccccc3c(=O)n2-c2ccc(O)cc2)cc1	1%	-6%	-10%	1%[46 µM]	1%	-4%	-19%
CN1C(=O)/C(=C/C=C/c2ccco2)C(=O)NC1=S	?	-24%	·	·	7%[9.22 µM]	2%	8%[10 µM]
Cc1cccnc1-n1c(-c2ccccc2)nc2ccccc2c1=O	4%	4%	0%	0%	-5%	5%	-14%
C[C@]12CC[C@H](OS(=O)(=O)O)CC1=CCC1C2CC[C@]2(C)C(=O)CC[C@@H]12 (stereo not given in full)	11%	·	·	-18%	30%	-8%	?
CCOC(=O)C1SC2(C(F)(F)C(F)F)CC1(O)c1c(c(OC)c3occc3c1OC)O2 (stereo not given)	3%	-10%	?	7%	10%	-12%	11%
Cc1cccc(-n2c(O)c(C=Nc3ccccc3N)c(=O)[nH]c2=O)c1	4%	-11%	-4%	?	29%	-9%	19%
Cc1ccc(C(=O)N[C@@H](C)CN2C3=NC[C@@H](Cc4ccccc4)N3C[C@H]2Cc2ccc(O)cc2)cc1Br	7%	-5%	·	·	-29%[9.22 µM]	2%	-32%[10 µM]
Oc1ccccc1/C=N/NP(=S)(c1ccccc1)c1ccccc1	-17%	-3%	-7%	?	?	-1%	-151%[inhibitor]
CC(C)(O)C1O[C@H]2CC[C@@]3(C)[C@@](O)(CC[C@H]4Cc5c([nH]c6ccccc56)[C@@]43C)C2=CC1=O (stereo not given in full)	-15%&-10%&-15%	·	·	·	·	2%&7%&7%	-121%&-129%&-161%[inhibitor]
CC[C@]1(C2=NCCN2)Cc2ccccc2O1	-9%[21.7 µM]	·	·	·	·	-1%	?
Oc1ccc2c3c1O[C@H]1c4oc5ccccc5c4C[C@]4(O)[C@H](C2)N(CC2CC2)CC[C@@]314	6%[21.7 µM]	·	·	·	·	-4%	?

An excerpt. The share of hits here may be higher or lower than overall.
